Screening data deposited in PubChem by Small Molecule Screening Facility, UW Madison.
PriA SSB inh: inhibitors of Klebsiella pneumoniae PriA binding to SSB C-terminal tail. inhibition, % at 33 µM. AlphaScreen SSBct-PriA binding, biotinylated peptide. 430,000 compounds, 0.6% hits; in the data active = inhibition mostly above about 37%, no sharp cut-off; inactive = mostly below about 20%;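 also: plate controls were negative control peptide for no effect and reference peptide for full effect; strong numbers were not always called active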
Starred values were filed as active, the others as inactive; & = joins results of further samples. Only part of the results is shown, so the mix of outcomes need not match the whole.

The opening twelve records as a preview:
For O=C(NCc1cccnc1-c1cccs1)Nc1ccccc1Cl the results were PriA SSB inh 0.0.
CC(O)(CNC(=O)C(=O)NCc1cccs1)c1ccc(-c2ccccc2)cc1 (stereo unspecified) was read as PriA SSB inh -3.0.
For Cc1cc([C@@H](O)CCNC(=O)CCCc2ccccc2)c(C)o1 the results were PriA SSB inh -3.0.
`Cc1[nH]n(-c2ccccc2)c(=O)c1C(=O)c1ccc(S(=O)(=O)N2CCOCC2)cc1` gave PriA SSB inh -13.0&-9.0.
`CS(=O)(=O)c1cccc2sc(N3CCN(C(=O)C(c4ccccc4)c4ccccc4)CC3)nc12` gave PriA SSB inh -5.0.
O=C(Cn1cnc2ccccc2c1=O)NCCn1nc(-c2cccs2)n(C2CC2)c1=O was read as PriA SSB inh -10.0.
For COC(=O)C1=C(NC(=O)c2ccc(C(C)(C)C)cc2)CCS1 the results were PriA SSB inh -15.0.
For Cc1ccc(S(=O)(=O)N=Cc2cc(Br)ccc2O)cc1 the results were PriA SSB inh -7.7.
For O=C(NCC(F)(F)F)C1CCN(c2ccc(-n3cncn3)nn2)CC1 the results were PriA SSB inh -15.0.
For COc1cccc(N2CC(C(=O)Nc3cc(C)nn3-c3nc(C)cc(=O)[nH]3)CC2=O)c1 (stereo unspecified) the results were PriA SSB inh 6.0.
For O=C(CCCc1ccccc1)N1CCC2(CC1)NC(=O)N(Cc1ccc(F)cc1)C2=O the results were PriA SSB inh -8.0.
`O=C(Nc1cnn(C2CCOC2)c1)c1ccc(OC(F)(F)F)cc1` (stereo unspecified) gave PriA SSB inh -7.0.

Main list (from the top)
For O=C(NCc1cccnc1-c1cccs1)Nc1ccccc1Cl the results were PriA SSB inh 0.0.
CC(O)(CNC(=O)C(=O)NCc1cccs1)c1ccc(-c2ccccc2)cc1 (stereo unspecified) was read as PriA SSB inh -3.0.
For Cc1cc([C@@H](O)CCNC(=O)CCCc2ccccc2)c(C)o1 the results were PriA SSB inh -3.0.
`Cc1[nH]n(-c2ccccc2)c(=O)c1C(=O)c1ccc(S(=O)(=O)N2CCOCC2)cc1` gave PriA SSB inh -13.0&-9.0.
`CS(=O)(=O)c1cccc2sc(N3CCN(C(=O)C(c4ccccc4)c4ccccc4)CC3)nc12` gave PriA SSB inh -5.0.
O=C(Cn1cnc2ccccc2c1=O)NCCn1nc(-c2cccs2)n(C2CC2)c1=O was read as PriA SSB inh -10.0.
For COC(=O)C1=C(NC(=O)c2ccc(C(C)(C)C)cc2)CCS1 the results were PriA SSB inh -15.0.
For Cc1ccc(S(=O)(=O)N=Cc2cc(Br)ccc2O)cc1 the results were PriA SSB inh -7.7.
For O=C(NCC(F)(F)F)C1CCN(c2ccc(-n3cncn3)nn2)CC1 the results were PriA SSB inh -15.0.
For COc1cccc(N2CC(C(=O)Nc3cc(C)nn3-c3nc(C)cc(=O)[nH]3)CC2=O)c1 (stereo unspecified) the results were PriA SSB inh 6.0.
For O=C(CCCc1ccccc1)N1CCC2(CC1)NC(=O)N(Cc1ccc(F)cc1)C2=O the results were PriA SSB inh -8.0.
`O=C(Nc1cnn(C2CCOC2)c1)c1ccc(OC(F)(F)F)cc1` (stereo unspecified) gave PriA SSB inh -7.0.
For CC(NS(=O)(=O)c1cc2c3c(c1)CC(=O)N3CCC2)c1ccccc1 (stereo unspecified) the results were PriA SSB inh 8.0.
Screening CN(C)C(=O)CSc1nnnn1-c1ccccc1 returned PriA SSB inh -11.0.
`O=C(C1CC=CCC1)N1CCC(n2cc(-c3ccccc3)nn2)C1` (stereo unspecified) gave PriA SSB inh -2.0.
For Cc1cc2ncc(CCCNC(=O)c3ccccc3C(=O)c3ccc(F)cc3)cn2n1 the results were PriA SSB inh -17.0.
`Cc1cc(Cl)c(Cl)cc1S(=O)(=O)Nc1ccccc1C(=O)O` gave PriA SSB inh 9.0.
Cc1nc2c(=O)n(CC(=O)Nc3ccc4c(c3)OCCCO4)nc(-c3ccco3)c2s1 was read as PriA SSB inh -11.0.
`Cc1noc(C)c1CCC(=O)Nc1ccc2c(c1)N(C(=O)c1cccs1)CC2` gave PriA SSB inh -28.0.
CCc1ccc2nc(N(CCCN(C)C)C(=O)c3ccc([N+](=O)[O-])cc3)sc2c1 was read as PriA SSB inh 6.0.
For Cc1csc(C(=O)NCCn2ccc(C(F)(F)F)n2)c1 the results were PriA SSB inh 10.0.
O=C(Cc1ccccc1)N(CCn1cccn1)c1nc2c(Cl)cccc2s1 was read as PriA SSB inh -1.0.
Screening Cc1ccc2c(c1)C(c1ccccc1)N(C(=O)c1ccccc1C)CC(=O)N2 (stereo unspecified) returned PriA SSB inh 4.0.
C=CCN1C(=O)/C(=C/c2ccc(Cl)cc2)SC1=Nc1nccs1 was read as PriA SSB inh -2.0.
Screening O=C(c1cn(-c2cc(N3CCSCC3)ncn2)cn1)N1CCOCC1 returned PriA SSB inh -10.0.
For O=C(c1cc(=O)c2ccccc2o1)N1Cc2cncnc2C1 the results were PriA SSB inh -12.0.
Screening Cc1nc(-c2ccccc2NC(=O)CCn2cnc3ccccc3c2=O)cs1 returned PriA SSB inh -5.0.
`COc1ccc(C)c2sc(NC(=O)c3ccn(C)n3)nc12` gave PriA SSB inh -26.0&12.0.
CCc1noc(-c2ccc(=O)n(CC(=O)Nc3c(C)cc(C)cc3C)c2)n1 was read as PriA SSB inh -14.0.
Cc1cc(NC(=O)C(C)Oc2ccccc2)n(-c2nc3c(cnn3-c3cccc(Cl)c3)c(=O)[nH]2)n1 (stereo unspecified) was read as PriA SSB inh 5.0.
Screening O=C(CN1C(=O)NC2(CCOc3ccccc32)C1=O)Nc1nc(-c2ccccn2)cs1 (stereo unspecified) returned PriA SSB inh 111.0*.
Screening Cc1cc(=O)n2c(n1)SC[C@@H]2CC(=O)Nc1ccccc1-c1csc(C)n1 returned PriA SSB inh -1.0.
Cc1nc(Cl)cc(NN=Cc2ccc(O)cc2O)n1 was read as PriA SSB inh -2.6.
Screening Cc1ccc(NC(=O)c2csc(Nc3ccc(S(C)(=O)=O)cc3)n2)cc1F returned PriA SSB inh 5.0.
For COC(=O)/C=C1\SC(=N/N=C/CC(=O)OC)NC1=O the results were PriA SSB inh inactive.
For O=C(NCCc1c[nH]c2ccccc12)C1CCCN(c2nc3c(-c4ccccc4)csc3c(=O)[nH]2)C1 (stereo unspecified) the results were PriA SSB inh 4.0.
For O=c1n(Cc2c(F)cccc2Cl)nc(-c2cccnc2)n1C1CC1 the results were PriA SSB inh -16.0.
O=S(=O)(Cc1ccccc1)NCCn1nc(C2CC2)cc1C1CC1 was read as PriA SSB inh -5.0.
COc1ccc2nc(-n3nc(C)cc3NC(=O)c3cccc(F)c3)sc2c1 was read as PriA SSB inh -13.0.
Screening Oc1ccc(O)c(C2=NN3C(C2)c2ccccc2OC3c2ccncc2)c1 (stereo unspecified) returned PriA SSB inh 19.0.
Cc1cc(Nc2cccc(C(=O)O)c2)c2ccc(C(F)(F)F)cc2n1 was read as PriA SSB inh -10.0.
`COc1ccc(C(C)=NN2C(=O)c3ccccc3NC2c2ccc(O)c(OC)c2)cc1` (stereo unspecified) gave PriA SSB inh 9.9.
Screening O=C(C1CC1)N1CC(Oc2nccs2)C1 returned PriA SSB inh -13.0.
`O=C(NCCSc1c[nH]c2ccccc12)c1cc2n(n1)CCCO2` gave PriA SSB inh -1.0.
Screening O=C(c1ccsc1)N1CC(Oc2nccs2)C1 returned PriA SSB inh -1.0.
`O=C(NCC1COC2(CCCC2)O1)C(=O)Nc1cccc(Cl)c1` (stereo unspecified) gave PriA SSB inh -3.0.
`Cc1ccc(C(=O)ON=C(c2ccccc2)c2ccncc2)cc1` gave PriA SSB inh -11.2.
N#Cc1nccnc1O[C@H]1CCN(C(=O)c2ccc(=O)[nH]c2)C1 was read as PriA SSB inh -9.0.
Screening Cn1ccsc1=NC(=O)Nc1cccc(Cl)c1 returned PriA SSB inh 2.0.
`COc1cn(C)c(C(=O)Nc2cccc(Cl)c2C)cc1=O` gave PriA SSB inh -6.0.
Screening COc1ccc(NC(=O)C(=O)NCCN2CCC(O)CC2)c(OC)c1 returned PriA SSB inh -12.0.
CC(=O)Nc1ccc(C(=O)NCCNC(=O)C(C)Oc2ccc(Cl)cc2Cl)cc1 (stereo unspecified) was read as PriA SSB inh -6.0.
`CN(C)C=Nc1nc2nccc(-c3ccccn3)n2n1` gave PriA SSB inh 1.3.
For Oc1ccc(C=NN2CCN(C3c4ccccc4-c4ccccc43)CC2)cc1O the results were PriA SSB inh 7.7.
Screening Cc1nn(C2CCS(=O)(=O)C2)c2nc(-c3ccccc3)cc(C(=O)N3CCc4ccccc4C3)c12 (stereo unspecified) returned PriA SSB inh 6.0.
Screening CCOC(=O)N1CCN(c2ncc3c(=O)n(-c4ccccc4)c(=O)[nH]c3n2)CC1 returned PriA SSB inh -10.0.
For Cc1cc(NC(=O)c2ccc(C(C)(C)C)cc2)n(C)n1 the results were PriA SSB inh 6.0.
For Fc1ccc(-c2cc3c(SCc4cccc(Br)c4)nccn3n2)cc1 the results were PriA SSB inh 6.0.
CC(=O)Nc1cccc(C(C)=NNC(=O)c2c(-c3ccccc3Cl)noc2C)c1 was read as PriA SSB inh -2.8.
`Cn1ccc(C(=O)Nc2nnc(-c3ccccc3Cl)o2)n1` gave PriA SSB inh 13.0.
`Cc1cc(NC(=O)c2cc3ccccc3o2)n(-c2nc3ccccc3s2)n1` gave PriA SSB inh -3.0.
`COc1cc(Cl)c(C)cc1NC(=O)c1ccccc1Cl` gave PriA SSB inh -9.0.
`CCOc1ccc(C(=O)NCC2CCN(Cc3ccco3)CC2)cc1OCC` gave PriA SSB inh -4.0.
For CCC(=O)Nc1ccc(SCC(=O)Nc2nnc(CC)s2)nn1 the results were PriA SSB inh 0.0.
`Cn1cccc1[C@@H](C#N)N1CCOCC1` gave PriA SSB inh -5.0.
CC(C)(C)c1ccc(C=NNC(=S)NCc2ccccc2)cc1 was read as PriA SSB inh 3.5.
`Oc1cccc2ccc(Nc3ccc4cccc(O)c4n3)nc12` gave PriA SSB inh 3.5.
For Cc1ccc(C(=O)N2CCNC(=O)[C@@H]2C)cc1 the results were PriA SSB inh 1.0.
`COc1cccc2cccc(C=Nn3cnnc3)c12` gave PriA SSB inh -27.6.
Screening COc1ccc(-n2ccnc(SCC(=O)NCCC(C)C)c2=O)cc1Cl returned PriA SSB inh 8.0.
For O=C(Nc1cccnc1)c1csc(Nc2cccc(Cl)c2)n1 the results were PriA SSB inh -7.0.
For O=C(c1cccc(OCc2ccccc2)c1)N1CCC(n2ccnn2)C1 (stereo unspecified) the results were PriA SSB inh 6.0.
CC(C)NC(=S)NN=Cc1cc(Br)ccc1O was read as PriA SSB inh 32.4.
Screening COc1ccc(S(=O)(=O)N2CCCC2C(=O)Nc2nnc(-c3cc(C)nn3C)o2)cc1 (stereo unspecified) returned PriA SSB inh -9.0.
CSc1ccccc1NC(=O)CCCn1nc(-c2ccc(Cl)cc2)ccc1=O was read as PriA SSB inh 1.0.
COCC(=O)Nc1cc(C)nn1-c1nc2c(cnn2-c2ccc(C)cc2)c(=O)[nH]1 was read as PriA SSB inh 3.0.
Cc1ccc(S(=O)(=O)N2CCC(S(=O)(=O)c3nccn3C)CC2)s1 was read as PriA SSB inh -23.0.
For COc1ccc([C@H](CNC(=O)C(=O)NCCC2=CCCCC2)N2CCN(C)CC2)cc1 the results were PriA SSB inh -8.0.
Screening O=C(Nc1csc(-c2ccc(Oc3ccc(-c4nc(NC(=O)c5cc(Cl)sc5Cl)cs4)cc3)cc2)n1)c1cc(Cl)sc1Cl returned PriA SSB inh -18.0&0.0.
Screening COc1cn(CC(=O)Nc2ccc3c(c2)OCCO3)c(CO)cc1=O returned PriA SSB inh -18.0.
`C/C(=N\NC(=O)c1cc(-c2ccc(Cl)cc2Cl)n[nH]1)c1ccc([N+](=O)[O-])cc1` gave PriA SSB inh -2.0.
Screening COc1ccccc1Cn1c(=O)[nH]c2cc(-c3nc(-c4ccccc4Cl)no3)ccc2c1=O returned PriA SSB inh -3.0.
COC(=O)c1ccc(NC(=O)CSc2ncnc3ccccc23)cc1 was read as PriA SSB inh -8.0&9.0.
CC1CN(S(=O)(=O)c2ccc(C(=O)N(CCN(C)C)c3nc4cc5c(cc4s3)OCO5)cc2)CC(C)O1 (stereo unspecified) was read as PriA SSB inh -9.0&-2.0.
For Cc1cc(C(F)(F)F)nc(CCNC(=O)c2cccn(C)c2=O)n1 the results were PriA SSB inh 5.0.
CCc1nnc(NS(=O)(=O)c2ccc(NC(=O)C3CCCCC3)cc2)s1 was read as PriA SSB inh 0.0.
Screening COC(CNC(=O)Cc1ccc(S(=O)(=O)C(C)C)cc1)c1cccc(F)c1 (stereo unspecified) returned PriA SSB inh -10.0.
O=C(Cn1nc(S(=O)(=O)c2ccccc2)ccc1=O)NC[C@H]1CCCO1 was read as PriA SSB inh 3.0.
Cc1cc(C(=O)NCC(O)Cn2ccccc2=O)c(C)o1 (stereo unspecified) was read as PriA SSB inh 0.0.
`CCc1ccc(NC(=O)Cn2cccc(-c3nc(-c4ccc(Br)cc4)no3)c2=O)cc1` gave PriA SSB inh -1.0.
For Cc1ccc(-c2ccc(=O)n(Cc3nc(-c4ccc(Cl)cc4)no3)n2)cc1C the results were PriA SSB inh -17.0.
COc1ccc(C(=O)NN=C2SCC(=O)N2Cc2ccc3c(c2)OCO3)cc1OC was read as PriA SSB inh 5.9.
COCCN(Cc1ccsc1)C(=O)CCc1ccc(C(F)(F)F)cc1 was read as PriA SSB inh -26.0.
`COCCNC(=O)Cc1ccc(NC(=O)c2ccco2)cc1` gave PriA SSB inh 10.0.
For O=C(Cn1c(=O)n(Cc2cccs2)c(=O)c2ncccc21)NC1CCCCC1 the results were PriA SSB inh -13.0.
For CCOc1ccc(S(=O)(=O)Nc2ccc(C(=O)NN=C(C)c3ccc(-n4ccnc4)cc3)cc2)cc1 the results were PriA SSB inh -11.4.
`Cc1nc2sc(C)c(C)n2c(=O)c1NC(=O)Cc1ccc(F)cc1` gave PriA SSB inh -12.0.
For COc1ccc(NC(=O)Cc2c(C)nc(SC(C)c3ccccc3)[nH]c2=O)c(OC)c1 (stereo unspecified) the results were PriA SSB inh 19.0.
